WRN inhibitor = qHTS for Inhibitors of WRN Helicase. Bifunctional 3'-5' exonuclease/ATP-dependent helicase WRN (Homo sapiens), Q14191. WRN helicase unwinding, fluorescent forked duplex, kinetic. Potency, µM (doses to about 114 µM), inactives show at the top dose activity change, negative = inhibition, most hits filed as inhibitors. 360,000 tested, 0.46% active. AID 651768, 2012; also: potency is read from the fitted curve at half-maximal effect; % is scaled to controls: 0 for no effect and ±100 for the full control effect; nearly all actives have a fitted effect of over 55% in size
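WRN at 20 nM final was preincubated with compound for 15 min at room temperature; reaction started with 100 nM forked duplex oligonucleotide carrying fluorophore and quencher plus 2 mM ATP (final). Unwinding followed kinetically by red fluorescence (ex 525/em 598 nm).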
IL-2 act = qHTS of IL-2 Activators. AID 652025, 2013. IL-2 activation reporter assay, cell-based qHTS; stimulated with anti-CD3/CD4/CD28 beads; in transgenic mouse T cells. activation, % (series mostly up to about 46 µM). 360,000 tested, 0.065% active; in the data active = activation above about 50%; inconclusive = mostly about 30% to 49%; also: 0% is about no effect
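Readout: EGFP and DsRed signals by fluorescent plate cytometry. Unstimulated transgenic mouse T cells received compound 60 min before antibody-bead stimulation, then incubated 18 h at 37 degrees C.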
EPAC1 ag = qHTS for Agonist of cAMP-regulated guanine nucleotide exchange factor 3 (EPAC1): primary screen; 360,000 tested, 0.073% active; AID 720707, 2013; EPAC1 agonist qHTS, biochemical assay; response scale: 100% = response to 6.5 mM cAMP; Potency, µM (highest dose often 154 µM), for inactives: at the highest dose activation, actives largely listed as activators; also: potency is read from the fitted curve at half-maximal effect; nearly all actives have a fitted effect of over 60% in size
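Nucleotide exchange by EPAC1 (100 nM) on Rap1B–BODIPY-GDP (250 nM) in the presence of 50 uM GDP is tracked fluorescently at 480/540 nm over 30 min. Signals are normalized to a 6.5 mM cAMP control.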
EPAC1 antag = qHTS for Antagonist of cAMP-regulated guanine nucleotide exchange factor 3 (EPAC1): primary screen | AID 720709, 2013 | 360,000 tested, 0.14% active | EPAC1 GEF assay, Rap1b-BODIPY-GDP exchange fluorescence | Rap guanine nucleotide exchange factor 3 (Homo sapiens), O95398 | Potency, µM (series often up to 115 µM), for the others: top-dose activity change, negative = inhibition, hits mostly inhibitors;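 also: potency is read from the fitted curve at half-maximal effect; plate controls were vehicle for no effect and positive control for full effect; nearly all actives have a fitted effect of over 50% in size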
PI5P4K alpha inh = qHTS for Inhibitors of phosphatidylinositol 5-phosphate 4-kinase (PI5P4K); AID 652105, 2013; PI5P4Kalpha enzyme, ADP-Glo luminescence, 60 min; active compounds read low; Phosphatidylinositol 5-phosphate 4-kinase type-2 alpha (Homo sapiens), P48426; 330,000 tested, 1.2% active; max response, %; active = max response of -50% or lower; inconclusive = between -30% and -50%; inactive = -30% or higher; also: value at the top dose of about 77 µM; % is scaled to controls: 0 for no effect and ±100 for the full control effect
Target sequence (P48426 whole entry, looked up): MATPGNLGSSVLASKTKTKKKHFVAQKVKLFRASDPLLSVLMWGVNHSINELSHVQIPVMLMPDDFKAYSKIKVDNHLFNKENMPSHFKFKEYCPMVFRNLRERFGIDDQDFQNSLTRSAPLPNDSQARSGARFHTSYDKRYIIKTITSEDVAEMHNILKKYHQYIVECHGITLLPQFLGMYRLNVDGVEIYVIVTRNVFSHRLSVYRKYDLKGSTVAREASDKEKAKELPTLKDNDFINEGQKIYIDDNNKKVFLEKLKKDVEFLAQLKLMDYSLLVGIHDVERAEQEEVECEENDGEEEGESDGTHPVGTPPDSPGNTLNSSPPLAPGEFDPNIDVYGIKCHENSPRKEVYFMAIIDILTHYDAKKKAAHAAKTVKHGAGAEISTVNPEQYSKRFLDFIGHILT
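Compounds were pin-transferred onto PI5P4Kalpha and substrate in HEPES pH 7.4 buffer with EGTA, CHAPS and 5% DMSO. ATP (5 microM final) started the reaction, which ran 60 minutes at room temperature before ADP-Glo detection.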
CCT modulator = High-Throughput Screening for Modulators of Cytosolic Chaperonin Activity; purified chaperonin ATPase assay, HTRF ADP detection, 30 min; activity change, % (concentration not given with the values), hits read low; 360,000 tested, 0.3% active; in the data active = activity change below about -30%; also: % is scaled to controls: 0 for no effect and ±100 for the full control effect
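We incubate TRiC, 40 or 20 nM final, with library compounds at 76 uM and 10 uM ATP for 30 min at 37 °C. ADP formed is detected with Transcreener HTRF reagents after 30 min at room temperature.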
PLK1 PBD inh = qHTS for Inhibitors of PLK1-PDB (polo-like kinase 1 - polo-box domain): Primary Screen | Serine/threonine-protein kinase PLK1 (Homo sapiens), P53350 | Plk1 PBD binding of FITC phosphopeptide, fluorescence polarization | Potency, µM, for inactives: max response, negative = inhibition, hits mostly inhibitors | 360,000 tested, 2.8% active | AID 720504, 2013; also: potency is read from the fitted curve at half-maximal effect; series mostly up to about 57 µM; % is scaled to controls: 0 for no effect and ±100 for the full control effect; nearly all actives have a fitted effect of over 65% in size
Target sequence (P53350 whole entry, looked up, the tested form may be a part): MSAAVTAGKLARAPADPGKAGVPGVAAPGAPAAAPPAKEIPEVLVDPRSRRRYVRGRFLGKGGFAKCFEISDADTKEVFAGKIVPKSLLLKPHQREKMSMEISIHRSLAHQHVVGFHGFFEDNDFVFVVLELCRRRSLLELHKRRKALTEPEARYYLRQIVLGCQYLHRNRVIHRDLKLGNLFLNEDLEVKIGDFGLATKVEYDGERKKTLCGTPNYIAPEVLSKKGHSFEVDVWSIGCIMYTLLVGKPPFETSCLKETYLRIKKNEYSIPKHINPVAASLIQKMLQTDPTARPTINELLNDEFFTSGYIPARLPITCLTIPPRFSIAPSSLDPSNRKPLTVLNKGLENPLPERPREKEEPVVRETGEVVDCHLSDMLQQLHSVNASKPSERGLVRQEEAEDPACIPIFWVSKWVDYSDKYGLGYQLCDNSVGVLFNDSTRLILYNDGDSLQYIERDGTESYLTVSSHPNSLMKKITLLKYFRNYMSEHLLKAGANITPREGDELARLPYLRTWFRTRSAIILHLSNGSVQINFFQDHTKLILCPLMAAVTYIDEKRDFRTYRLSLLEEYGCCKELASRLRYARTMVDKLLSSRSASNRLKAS
EPAC2 ag = qHTS for Agonist of cAMP-regulated guanine nucleotide exchange factor 4 (EPAC2): primary screen. Rap guanine nucleotide exchange factor 4 (Homo sapiens), Q8WZA2. EPAC2 activation, biochemical qHTS; response scale: 100% = 6.5 mM cAMP response. Potency, µM (doses to about 154 µM), without a hit: at the highest dose activation, most hits filed as activators. 360,000 tested, 0.079% active. AID 720711, 2013; also: potency is read from the fitted curve at half-maximal effect; nearly all actives have a fitted effect of over 50% in size
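Exchange assay: 100 nM EPAC2 with 250 nM Rap1B-BODIPY-GDP and 50 uM GDP. Fluorescence (ex 480/em 540 nm) read every 5 min for 30 min at room temperature. Data normalized to 6.5 mM cAMP as agonist control.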
Numbers without * were called inactive; ? = inconclusive; . = not tested or not shown; [ ] = remark or other dose. Unless noted, calls follow the shape of the dose curve; as a rule, active = well fitted curve in the direction sought with a large enough effect; inconclusive = small, poorly fitted or top-dose-only effect, or another doubt; inactive = no such curve, though single readings can be large; an effect the other way counts as inactive or inconclusive.

The line under a structure holds: WRN inhibitor	IL-2 act	EPAC1 ag	EPAC1 antag	PI5P4K alpha inh	CCT modulator	PLK1 PBD inh	EPAC2 ag
O=C(O)c1ccc(C(=O)c2ccc3c(c2)C(=O)N(Cc2ccco2)C3=O)cc1
→ -23%[57.1 µM]	1.6	0%	0%	-71*	-1.1	-9%	0%
CCOc1ccccc1C(=O)Nc1ccccc1-c1ccccc1
→ -4%	-0.6	19%	-8%	21	-1.6	-13%	6%
COc1ccc(CCC(=O)Nc2cc3c4c(c2)CCC(=O)N4CCC3)cc1
→ 7%	-4.7	-4%	17%	-2	2.5	-3%	-1%
Cc1cc(C)c(S(=O)(=O)N2CCOC23CCN(S(C)(=O)=O)CC3)c(C)c1
→ 0%	-0.6	2%	-19%	6	0.3	0%	4%
CN(CC(=O)Nc1ccc(F)cc1)C(=O)CCc1ccccc1
→ 3%	-2.5	-4%	-6%	0	0.3	4%	4%
COc1ccc(-c2c(-c3ccc4c(c3)OCO4)noc2C)cn1
→ -4%	-0.4	1%	-4%	0	-0.5	9%	13%
Cc1c(C)c2ccc(O[C@@H]3O[C@H](CO)[C@H](O)[C@H](O)[C@H]3O)cc2oc1=O
→ 4%	-1.5	7%	-3%	-1	-0.5	0%	6%
O=C(Oc1cccc2c(O)cccc12)c1ccco1
→ 2%	1.3	-4%	0%	-54*	-1.7	?	5%
Cc1ccc(S(=O)(=O)N2CC3CCC2C3)cc1 (stereo not given)
→ 3%	0.8	11%	-2%	2	1.6	-9%	2%
O=C(NCc1ccccn1)c1ccc2c(c1)N(Cc1ccccc1)CCS2
→ -10%	-3.0	4%	23%	-15	-1.2	-14%	22%
Cc1cc(C)n(C2CC(=O)N(c3cccc(Cl)c3)C2=O)n1 (stereo not given)
→ 7%	-3.0	-5%	12%	-12	1.2	-8%	13%
NC(N)=NC(N)=Nc1ccc(SC(F)(F)F)cc1
→ -26%	-0.3	-9%	-16%	6	-1.3	-14%	-6%
COc1ccc(N2CCN(C(=O)COC(=O)c3oc4ccccc4c3C)CC2)cc1
→ -5%	-0.3	15%	4%	5	-6.2	0%	5%
Cc1cc(=O)n2nc(-c3ccc(C(F)(F)F)cc3)sc2n1
→ 3%[57.1 µM]	-2.8	5%	14%	3	-1.0	-8%	4%
CCc1c(C)sc(NC(=O)C2CC(c3c(F)cccc3Cl)=NO2)c1C#N (stereo not given)
→ -5%	0.9	24%	-10%	9	-1.5	-3%	-1%
CCc1ccc(NC(=O)CN2CCN(c3ccc(OC)cc3)CC2)cc1
→ 7%	-0.4	1%	-2%	0	-1.4	?	6%
COc1cc(OC)cc(C(=O)NNC(=O)CCNS(=O)(=O)c2ccc(C)c(C)c2)c1
→ 8%	-3.7	-2%	-14%	-2	-1.7	-1%	9%
Cc1nc(-c2ccccc2)[nH]c(=O)c1Oc1ccc(Cl)cc1Cl
→ -9%	0.7	14%	5%	-4	-1.1	-10%	3%
O=C1OC(N2CCN(c3ccccn3)CC2)c2ccccc21 (stereo not given)
→ 1%	-2.4	6%	11%	0	-0.6	-1%	-3%
CCC(C)Sc1nc2c(c(=O)[nH]c(=O)n2C)n1CC(O)COc1cccc2ccccc12 (stereo not given)
→ 2%	0.4	-9%	8%	2	-0.9	19µM*	?
Cc1cc[n+](-c2nc3ccccc3nc2[N-]S(=O)(=O)c2cccs2)cc1C
→ -6%	-0.8	3%	4%	2	-14	-7%	12%
CC(COc1ccccc1)OC(=O)Nc1ccccc1 (stereo not given)
→ -17%	-0.2	3%	-8%	5	-0.2	1%	14%
O=C1CC(c2ccco2)CC(O)=C1C=NCCO (stereo not given)
→ -5%	0.5	3%	5%	7	-2.2	-4%	0%
O=C(O)/C(=C1\OC(=O)c2ccccc21)c1ccccc1
→ -28%	0.9	6%	-17%	-8	-0.6	-11%	4%
Cc1ccccc1OCC(=O)NNC(=O)C1CC(=O)N(c2ccc3c(c2)OCCO3)C1 (stereo not given)
→ -8%	-0.8	8%	-24%	9	-0.2	-6%	6%
CCOC(=O)N1CCN(C(=O)c2cccc(S(=O)(=O)Nc3ccc(F)cc3)c2)CC1
→ -5%	-1.4	-3%	-18%	-2	-1.3	-4%	-4%
Cc1nc2cc(F)ccc2n1C1CCN(C(=O)c2c(F)cccc2F)CC1
→ 8%	-3.8	-3%	-12%	3	-0.1	2%	2%
O=C(NCCCN1CCN(CCCNC(=O)c2ccc(F)cc2)CC1)c1ccc(F)cc1
→ 10%	-3.3	-4%	14%	-2	-0.3	0%	3%
COc1ccc(C(=O)CSc2nnc(-c3ccco3)c(-c3ccco3)n2)cc1
→ ?	-3.8	11%	?	-57*	0.6	27µM*	10%
Cc1cccnc1NC(=O)c1ccc(S(=O)(=O)N2CCCCC2)cc1
→ 11%	-3.1	-4%	-24%	-6	-1.9	-7%	-2%
Cn1nnc2cc(C(=O)NCc3ccco3)ccc21
→ -17%[57.1 µM]	-1.1	2%	0%	-1	-0.8	-11%	6%
COc1ccc(C2(c3ccc(OC)cc3)NC(=O)N(CC(=O)Nc3ccccc3)C2=O)cc1
→ -6%[57.1 µM]	0.0	4%	-26%	-1	-1.0	3%	19%
COc1ccc(NS(=O)(=O)c2ccc(NC(=S)NC(=O)C(C)C)cc2)cc1
→ -3%	-0.4	-1%	-19%	-3	-1.7	?	17%
COC(=O)c1ccc(NC(=S)NCCc2ccc(OC)cc2)cc1
→ -3%	-2.4	-11%	-10%	-1	-3.2	-14%	8%
CCn1c(SCC(=O)Nc2nc3ccc(OC)cc3s2)nnc1-c1ccoc1C
→ -7%	-1.9	15%	-19%	2	-3.1	-4%	14%
S=C(N/N=C/c1ccccc1)N1CCOCC1
→ 3%	1.1	-3%	2%	-3	-2.8	-1%	-4%
O=C(O)c1ccccc1CC(CCc1ccccc1)C(=O)O (stereo not given)
→ -34%	0.7	5%	-14%	-3	-0.9	-18%	9%
Cc1sc(-c2cccnc2)nc1OC(=O)C1CC1
→ 3%	0.1	-4%	-6%	6	-0.1	?	6%
CCn1c(=O)c(C(=O)NCc2ccccc2OC)c(O)c2ccccc21
→ 11%	0.1	3%	-5%	9	1.9	5%	13%
COc1ccc(C(=O)NCCCn2nc(C)cc2C)cc1S(=O)(=O)N1CCOCC1
→ -1%	1.3	4%	-1%	11	-3.5	1%	-1%
CN(C(=O)CN1C(=O)c2ccccc2S1(=O)=O)c1ccccc1C(=O)O
→ 8%	2.2	1%	-7%	.	-6.4	-4%	6%
CNc1ccccc1C(C)(C)c1cc(-c2cccc(Br)c2)no1
→ 79µM*	-0.4	5%	-10%	6	-1.7	3%	5%
CC(C)c1ccc(NC(=S)Nc2ccc(OC(F)(F)F)cc2)cc1
→ -3%	-3.7	-4%	5%	1	1.6	-8%	-5%
CCC(C)(C)C1CCC2(CC1)NC(=O)N(CC(=O)N(C)CCOc1ccc(Cl)cc1)C2=O (stereo not given)
→ 11%	-0.3	1%	3%	29	-3.4	-3%	-10%
COc1ccccc1N1CCN(C(=O)c2cc(-c3ccccc3O)on2)CC1
→ -1%	-0.1	10%	-19%	-6	-1.1	-15%	15%
Cc1cccc(-c2nnn3c2nc(NCCc2ccc(S(N)(=O)=O)cc2)c2ccccc23)c1
→ -33%	-1.8	-14%	3%	0	0.8	-12%	9%
CC(=O)N/C(=C/c1ccc2c(c1)OCO2)C(=O)NCCCO
→ -5%	0.4	4%	4%	1	0.0	0%	5%
CCOc1ccc2nc(NC(=O)C3=NN(c4ccccc4)C(=O)CC3)sc2c1
→ -2%	-2.2	1%	-14%	-11	-6.0	-7%	8%
Cc1cc(CN2CCC(n3nccc3NC(=O)c3ccccc3Cl)CC2)cc(C)c1O
→ 4%	3.2	6%	6%	1	2.2	1%	6%
CCCCN1CC(N(C)CCN(C)C)CS1(=O)=O (stereo not given)
→ -6%	1.4	3%	-8%	0	1.4	-3%	10%
COc1ccc(N(CC(=O)NCCSC2CCCCC2)S(=O)(=O)c2ccc(C)cc2)cc1
→ -26%	-0.3	10%	-23%	14	-2.8	-4%	-6%
Cc1cc(NC(=O)CSCC(=O)Nc2cc(C(F)(F)F)ccc2N2CCCCC2)no1
→ 14%	-4.9	-7%	16%	-3	-0.7	-2%	-4%
NC(=O)c1cccc(-c2noc(-c3ccccc3F)n2)c1
→ .	-0.2	2%	-25%	.	.	.	-2%
Cc1onc(-c2ccccc2)c1C(=O)NCc1ccc2c(c1)OCO2
→ -1%	-0.6	4%	-2%	.	-2.6	0%	6%
CCn1c(SCC(=O)Nc2nc(-c3ccccc3)cs2)nnc1-c1ccccc1O
→ -14%	2.4	10%	-17%	-26	-0.5	-2%	17%
Cc1ccc(C(=O)c2cc(C)sc2NC(=O)CN2CCN(C(=O)c3ccco3)CC2)cc1
→ -6%	0.7	16%	-15%	-2	-1.5	-20%	12%
C/C(=N\Nc1nccnc1Cl)c1ccc(O)cc1
→ -5%	7.3	-3%	3%	0	1.2	1%	11%
O=C(CSCCc1ccccn1)Nc1cccnc1Cl
→ 9%	-2.1	-1%	11%	.	0.7	-1%	10%
O=C(NCc1nnc(SC/C=C/c2ccccc2)o1)c1ccco1
→ 7%[57.1 µM]	1.3	9%	-7%	-9	1.0	-14%	7%
CCOC(=O)N1CCN(c2c(N3CCN(c4ccc(OC)cc4)CC3)c(=O)c2=O)CC1
→ 4%	2.8	-12%	0%	-1	-2.9	5%	7%
Cc1c(C(=O)c2ccc3c(c2)OCO3)ccc2c1OCO2
→ 1%	-0.9	-7%	-7%	11	0.7	6%	15%
Cc1ccc(SCC(=O)OCC(=O)Nc2ccc3[nH]c(=O)[nH]c3c2)cc1C
→ -8%	-5.8	-3%	1%	-3	-1.8	-4%	5%

This is a subset; the hit share may differ from the screen's.
